Cav3 T inh: blocks human Cav3.2 T-type calcium channel. O95180. hit rate 4% among 100,000. AID 449739. B-score at 10 µM. Cav3.2-expressing cells, Fluo-4 calcium fluorescence FDSS; stronger effect = lower value;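 active = single-dose well whose peak fluorescence ratio is a statistical outlier from its plate by either plate-standardised score or position-corrected B-score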
Target sequence (O95180 whole entry, looked up): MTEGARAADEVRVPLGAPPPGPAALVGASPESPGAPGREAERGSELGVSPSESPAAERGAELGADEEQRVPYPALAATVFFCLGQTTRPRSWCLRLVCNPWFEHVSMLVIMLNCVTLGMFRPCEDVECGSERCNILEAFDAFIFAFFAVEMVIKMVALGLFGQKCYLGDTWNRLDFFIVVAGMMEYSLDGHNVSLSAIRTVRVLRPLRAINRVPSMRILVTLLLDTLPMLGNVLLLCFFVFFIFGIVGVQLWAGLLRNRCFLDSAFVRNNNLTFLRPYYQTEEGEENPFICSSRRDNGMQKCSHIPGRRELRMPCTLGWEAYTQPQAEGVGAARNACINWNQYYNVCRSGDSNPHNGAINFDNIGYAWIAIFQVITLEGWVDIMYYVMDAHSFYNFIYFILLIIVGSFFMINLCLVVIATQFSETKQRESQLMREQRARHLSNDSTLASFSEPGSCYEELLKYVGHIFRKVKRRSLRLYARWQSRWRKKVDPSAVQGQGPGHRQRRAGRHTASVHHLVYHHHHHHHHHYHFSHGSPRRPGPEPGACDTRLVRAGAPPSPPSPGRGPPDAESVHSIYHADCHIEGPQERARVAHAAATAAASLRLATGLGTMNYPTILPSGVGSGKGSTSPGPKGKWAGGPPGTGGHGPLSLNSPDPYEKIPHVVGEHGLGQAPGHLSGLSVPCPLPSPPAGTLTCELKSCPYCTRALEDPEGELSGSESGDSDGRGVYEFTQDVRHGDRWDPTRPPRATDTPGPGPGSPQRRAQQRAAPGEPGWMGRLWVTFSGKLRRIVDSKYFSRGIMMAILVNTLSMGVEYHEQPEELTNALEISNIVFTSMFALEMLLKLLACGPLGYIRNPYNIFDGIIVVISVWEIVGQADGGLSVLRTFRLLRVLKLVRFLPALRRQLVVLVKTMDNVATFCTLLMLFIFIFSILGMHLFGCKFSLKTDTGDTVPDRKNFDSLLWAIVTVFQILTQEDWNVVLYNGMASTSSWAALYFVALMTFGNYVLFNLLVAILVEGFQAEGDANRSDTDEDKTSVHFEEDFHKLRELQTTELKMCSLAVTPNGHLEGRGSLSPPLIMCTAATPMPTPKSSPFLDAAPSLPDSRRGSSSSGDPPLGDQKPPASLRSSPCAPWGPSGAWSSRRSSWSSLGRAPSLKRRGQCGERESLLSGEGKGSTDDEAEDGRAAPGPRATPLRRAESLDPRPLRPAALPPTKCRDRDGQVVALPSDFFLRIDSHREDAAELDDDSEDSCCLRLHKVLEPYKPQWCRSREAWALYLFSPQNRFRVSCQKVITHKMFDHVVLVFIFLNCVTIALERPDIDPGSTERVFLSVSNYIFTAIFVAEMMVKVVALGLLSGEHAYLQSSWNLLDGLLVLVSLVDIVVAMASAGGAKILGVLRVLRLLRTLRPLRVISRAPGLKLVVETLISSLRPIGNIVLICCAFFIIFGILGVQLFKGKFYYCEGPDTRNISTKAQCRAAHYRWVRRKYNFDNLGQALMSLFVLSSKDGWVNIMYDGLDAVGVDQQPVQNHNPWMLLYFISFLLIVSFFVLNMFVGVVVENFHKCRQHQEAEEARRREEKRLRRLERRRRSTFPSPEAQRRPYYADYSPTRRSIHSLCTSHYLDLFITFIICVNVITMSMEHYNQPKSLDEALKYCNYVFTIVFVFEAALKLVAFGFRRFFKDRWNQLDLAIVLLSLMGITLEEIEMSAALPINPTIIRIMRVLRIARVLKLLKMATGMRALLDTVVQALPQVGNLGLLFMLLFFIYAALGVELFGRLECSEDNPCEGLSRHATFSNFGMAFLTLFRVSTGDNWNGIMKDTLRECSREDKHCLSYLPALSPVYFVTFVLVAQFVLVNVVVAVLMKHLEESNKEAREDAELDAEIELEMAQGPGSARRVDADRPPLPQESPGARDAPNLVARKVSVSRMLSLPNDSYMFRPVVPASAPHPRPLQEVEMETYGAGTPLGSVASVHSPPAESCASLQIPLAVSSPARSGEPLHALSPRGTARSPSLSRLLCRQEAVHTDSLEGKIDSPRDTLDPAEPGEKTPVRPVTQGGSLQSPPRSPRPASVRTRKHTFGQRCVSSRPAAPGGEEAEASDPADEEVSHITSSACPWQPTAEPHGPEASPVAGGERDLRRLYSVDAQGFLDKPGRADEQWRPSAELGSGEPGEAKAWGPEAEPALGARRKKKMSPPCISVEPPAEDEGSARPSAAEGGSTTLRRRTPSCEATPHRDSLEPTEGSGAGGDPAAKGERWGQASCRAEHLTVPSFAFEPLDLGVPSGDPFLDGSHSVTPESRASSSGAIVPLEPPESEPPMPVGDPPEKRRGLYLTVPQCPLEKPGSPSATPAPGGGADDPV
The depositor's hits bear a star. An excerpt; count on the stated rates, not on these rows.

SMILES	Cav3 T inh
CCCCCCCOC(=O)C1=C(C)Nc2ncnn2C1c1cccs1 (configuration not stated)	-0.64
S=C(NCc1ccccc1)NCC1COc2ccccc2O1 (configuration not stated)	-4.5*
COC(=O)c1sc(S(=O)(=O)N2CCCCC2)c(C(=O)OC)c1C	-1.2
c1ccc(-n2c(SCC3CCCCO3)nnc2-c2cccs2)cc1 (configuration not stated)	-0.23
CCN(CC)C(=O)C1=C(C)Nc2nc3ccccc3n2C1c1cccc(OC)c1 (configuration not stated)	0.67
CCc1ccc(/C=N/NC(=S)NCCc2ccccc2)cc1	0.5
O=C(NCCCN1CCOCC1)c1ccc(CS(=O)(=O)c2ccc(Br)cc2)o1	-0.0014
CCn1c(SCC(=O)Nc2nc3ccc(OC)cc3s2)nnc1-c1ccoc1C	-3.7
C#CCOCCOCCOCCNc1nc(N2CCN(C(=O)[C@H](CCCCN)n3cc([C@@H](N)C(C)CC)nn3)CC2)nc(N2CCN(C(=O)[C@H](CCCCN)n3cc([C@@H](N)CC(C)C)nn3)CC2)n1 (some centres not stated)	1.1
Cc1ccc(F)c(NC(=O)CCc2ccccc2)c1	0.21
CCOc1ccccc1N1CCN(Cc2cccc(OC)c2OC)CC1	-0.87
CCOC(=O)C1(C(F)(F)F)N=C(C(F)(F)F)Nc2ccccc21 (configuration not stated)	0.073
COC(=O)c1cn(N(C)c2ncc(C(F)(F)F)cc2Cl)c(=O)c2ccccc12	-0.86
CCOC(=O)Cc1nn(CCc2ccccn2)c(=O)c2ccccc12	0.67
O=C(c1c(O)c2ccccc2oc1=O)C1CCCCC1	-0.64
CCC(Sc1n[nH]c(=O)[nH]c1=O)C(=O)OCc1ccccc1 (configuration not stated)	2.2
COc1cc(-c2cc(C(=O)N3CCN(c4ccccn4)CC3)c3ccccc3n2)cc(OC)c1OC	-0.013
CCOC(=O)c1cc2sccc2n1CC(=O)N1CCCC1	-1.7
O=C(N1CCCCC1)N1CCN(C(c2ccccc2)c2ccccc2)CC1	-0.27
CCOC(=O)c1cc(OC(=O)c2ccccc2Br)n(-c2ccccc2)n1	0.92
CC[C@H]1CN2CCc3cc(OC)c(OC)cc3[C@@H]2C[C@@H]1C[C@H]1NCCc2cc(OC)c(OC)cc21	0.57
N#Cc1nc(COc2ccc(F)cc2)oc1NCCCn1ccnc1	0.25
CCOC(=O)c1cnc(SC)nc1N	-0.22
O=C(CO)N/N=C/c1ccc(Cl)cc1	0.1
CC1(C)O[C@@H]2C[C@H]3[C@@H]4C[C@H](F)C5=CC(=O)CC[C@]5(C)[C@H]4[C@@H](O)C[C@]3(C)[C@]2(C(=O)CO)O1	0.49
Going on with the list:
SMILES	Cav3 T inh
COc1ccc(-n2c(N)c(C(=O)NCc3ccco3)c3nc4ccccc4nc32)c(OC)c1	-1.5
O=C(Nc1ccc(N2CCOCC2)c(Cl)c1)c1ccc(Br)o1	-0.4
CC(CNCC1CCCO1)COc1cccc2ccccc12 (configuration not stated)	-0.32
COCCCN1C(=O)C(=O)/C(=C(/O)c2ccc(OC(C)C)cc2)C1c1ccc(O)c(OC)c1 (configuration not stated)	0.26
CN(CC(=O)NC1CCCCCC1)S(=O)(=O)c1ccccc1	0.04
CC(C)Cn1c(CCC(=O)O)ccc1-c1cccs1	0.21
CC(=O)c1ccc(S(=O)(=O)NCCCC(=O)NCCc2ccccn2)cc1	0.34
Cc1ccc(-c2nnc(N3CCN(C(=O)CSc4ncn[nH]4)CC3)c3ccccc23)cc1	2.8
Nc1c(S(=O)(=O)c2ccccc2)c2nc3ccccc3nc2n1/N=C/c1cccc(O)c1	-1.9
Nc1nc(CN2CCN(c3ccccn3)CC2)nc(Nc2ccc(Cl)cc2)n1	-2.7
CCn1c(NC(C)=O)nc2ccccc21	0.066
Clc1ccc(Oc2nc3ccccc3n3cccc23)cc1	-0.066
Cc1ccc(S(=O)(=O)CNC(=S)c2cccc(C)c2)cc1	0.065
COc1ccccc1NC(=O)CS(=O)(=O)c1cccc2nsnc12	-0.14
Cn1c(C(=O)NCc2ccccn2)cc2c(=O)n3ccccc3nc21	1
C=CCn1c(-c2csc(-c3ccccc3)n2)n[nH]c1=S	0.026
Cc1cc(C(=O)COC(=O)C2=NNC(=O)CC2)c(C)n1-c1cccc(C(F)(F)F)c1	0.23
CC(C)COc1ccc(/C(=N/O)c2ccccc2)cc1	-1.3
Cc1cc(Nc2ccccc2)nc(N2CCOCC2)n1	-0.85
c1ccc2[nH]c(CSc3nccs3)nc2c1	0.56
COc1ccc(Nc2cc(C(=O)NCCCN3CCN(C)CC3)c3ccccc3n2)cc1	0.73
COC(=O)c1oc2ccccc2c1NC(=O)CN1CCCC1	-0.19
Cc1cccc(Nc2nc(N)nc(CN3CCC(C(N)=O)CC3)n2)c1C	-0.11
c1ccc(COn2nnc3ccccc32)c(COn2nnc3ccccc32)c1	-4.8*
Cc1ccc(S(=O)(=O)N2Cc3ccccc3CC2C(=O)Nn2cnnc2)cc1 (configuration not stated)	0.82
(more compounds)
SMILES	Cav3 T inh
Cc1cnc(NC(=O)CSc2nnc(-c3ccccc3)o2)s1	-0.39
N#CC1(c2ccccc2)CCCN1C(=O)c1ccc(Br)cc1 (configuration not stated)	-0.39
O=C(NC1CC2CCC1C2)c1ccc(CN2CCOCC2)cc1 (configuration not stated)	-1.4
CC(=C/c1ccco1)/C=N/N1CCN(c2ccccc2)CC1	-0.065
Cc1cccc(OCC(=O)Nc2ccc3c(c2)OCO3)c1C	-3.4
COc1cccc(C(c2nnnn2CCc2ccccc2)N2CCN(c3ccccc3)CC2)c1OC (configuration not stated)	-4.2*
CC1=C(C(=O)OC(C)C)C(c2ccc(Br)s2)NC(=O)N1 (configuration not stated)	-1.7
COc1ccc2cc3cc(C(=O)Nc4ccccc4N4CCN(C)CC4)oc3nc2c1	-0.21
CCN(CC)CCNC(=O)C1c2cc(OC)c(OC)cc2C(=O)N2CCc3ccccc3C12 (configuration not stated)	0.54
O=C(NC1CCCC1)C1CCN(c2nccs2)CC1	-0.081
COc1cc(C(C#N)N2CCOCC2)ccc1O (configuration not stated)	-0.94
CCOc1ccccc1NC(=O)C(CC(C)C)NC(=O)C1CCCCC1 (configuration not stated)	-3.8
CC1CCCCN1S(=O)(=O)c1ccc(NC(=O)c2cccc(-n3cnnn3)c2)cc1 (configuration not stated)	-2.6
Cc1cc2c(N3CCCCC3C)ncnc2s1 (configuration not stated)	0.79
O=C(c1ccc(Br)s1)N1CCCC1	0.03
CCNC(=O)c1cc2c(=O)n3cccc(C)c3nc2n(Cc2ccc(C)cc2)c1=N	0.49
COc1ccc(C(=O)O)c(O)c1	0.54
COc1ccc(NC(=O)C2CCCN(c3c4c(nc5ncnn35)CCC4)C2)cc1 (configuration not stated)	-0.24
COc1cccc(-c2nn(-c3ccccc3)cc2CO)c1	0.46
Cc1ccc(-c2ccc(C(=O)NCc3ccc(Cl)cc3)o2)c2ccccc12	-0.92
CSc1nnc2c(n1)OC(C)N(C(=O)c1ccccc1)c1ccccc1-2 (configuration not stated)	-0.34
O=C(NCCCCNC(=O)c1ccc(Cl)s1)c1ccc(Cl)s1	1.5
CC1(C)CC(=O)C=C(Nc2ccc(C(=O)O)cc2)C1	1
Cc1nonc1NC(=O)CSc1nc(C2CCCCC2)nc2ccccc12	-0.23
CC(=O)N1CCN2C(=O)C1CCCC(=O)c1cc(C3CCCCC3)ccc12 (configuration not stated)	0.52

Filtered by structure, the entries above containing a cyano group (three)
SMILES	Cav3 T inh
N#Cc1nc(COc2ccc(F)cc2)oc1NCCCn1ccnc1	0.25
N#CC1(c2ccccc2)CCCN1C(=O)c1ccc(Br)cc1 (configuration not stated)	-0.39
COc1cc(C(C#N)N2CCOCC2)ccc1O (configuration not stated)	-0.94

Sorted by molecular weight (low to high): 7 of the compounds above.
SMILES	Cav3 T inh
COc1ccc(C(=O)O)c(O)c1	0.54
CC1(C)CC(=O)C=C(Nc2ccc(C(=O)O)cc2)C1	1
COc1cccc(-c2nn(-c3ccccc3)cc2CO)c1	0.46
O=C(NC1CC2CCC1C2)c1ccc(CN2CCOCC2)cc1 (configuration not stated)	-1.4
CCOc1ccccc1NC(=O)C(CC(C)C)NC(=O)C1CCCCC1 (configuration not stated)	-3.8
COc1ccc2cc3cc(C(=O)Nc4ccccc4N4CCN(C)CC4)oc3nc2c1	-0.21
COc1cccc(C(c2nnnn2CCc2ccccc2)N2CCN(c3ccccc3)CC2)c1OC (configuration not stated)	-4.2*

Next part
SMILES	Cav3 T inh
COc1ccc(-c2nnc(SCC(=O)Nc3ccc(C)cc3)n2C)cc1	1.6
O=C(NCc1ccccc1)C(Cc1ccccc1)N1C(=O)C2C3CCC(C3)C2C1=O (configuration not stated)	-0.027
O=[N+]([O-])c1cccnc1N1CCC(c2cc(-c3cccc(C(F)(F)F)c3)n[nH]2)CC1	-0.36
Cc1ccc(CNC(=O)c2csc3c2CCCCC3)cc1	-0.083
NC(N)=N/N=C/c1ccc(OCc2ccccc2)cc1	1.1
Cc1ccc(C2c3c(oc4ccccc4c3=O)C(=O)N2CCCN2CCOCC2)o1 (configuration not stated)	0.79
Cc1ccc(C)c(CN2C(=O)C3CCCN3c3ccc(S(=O)(=O)N4CCOCC4)cc32)c1 (configuration not stated)	0.57
c1ccc2[nH]c(NC3=NCCC3)nc2c1	-0.11
Cc1ccc(S(=O)(=O)N(CC(=O)N/N=C/c2ccco2)Cc2ccccc2)cc1	-1.5
CCOc1ccccc1NC(=O)NC1CCN(CC(=O)Nc2ccc3c(c2)OCCO3)CC1	-2.2
CN(CCC(=O)Nc1ccc2c(c1)OCO2)Cc1ccccc1	0.78
CCCCOc1ccc(/C=C/C(=O)NCCc2nc3ccccc3[nH]2)cc1	-1.6
Cc1ccc(N=Cc2ccc(O)cc2O)cc1F	-0.65
O=[N+]([O-])c1ccc2c(c1)C(O)n1nc(-c3ccc(Cl)cc3Cl)nc1S2 (configuration not stated)	-0.15
Cc1ccc(N(CC(O)COCc2ccco2)S(=O)(=O)c2ccc(C)cc2)cc1 (configuration not stated)	-2.3
CC(C)CNC(=O)COc1ccc2c3c(c(=O)oc2c1)CCC3	0.62
O=C(COC(=O)Cn1cnc2ccccc21)NCCC1=CCCCC1	-0.77
CCCC[C@@H]1CNC(=O)C(=O)N1CCCc1cc(OC)c(OC)c(OC)c1	0.59
CCOc1ccc(NC(=O)CN(C)c2ccc(S(=O)(=O)N3CCOCC3)cn2)cc1OCC	1.5
Cc1ccccc1OCc1nnc(SCC(=O)Nc2ccc3nc(SCC(=O)NC(C)(C)C)sc3c2)n1C	0.85
CCN1CCCC1CNc1ncnc2c1[nH]c1ccc(F)cc12 (configuration not stated)	0.54
Clc1ccc(/C=N/Nc2nn[nH]n2)cc1	0.43
CCN(CC)CCCN1C(=O)C(O)=C(C(=O)c2sc(C)nc2C)C1c1ccco1 (configuration not stated)	0.96
CCSCc1nnc(SCC(=O)Nc2nc3ccccc3s2)n1C	0.04
c1csc(-c2nnc(Cc3cccc4ccccc34)o2)c1	-3.6
(more compounds)
SMILES	Cav3 T inh
CCOC(=O)N1CCN(C(=O)c2ccccc2N(C)S(C)(=O)=O)CC1	1.3
CC(=O)c1c(C)n([O-])c2ccccc2[n+]1=O	0.37
Cn1c(Sc2ccc(Br)cc2)c(C=O)c2ccccc21	0.13
Clc1ccc(-c2nc(N3CCCCC3)nc3ccccc23)cc1	-0.02
O=c1[nH]c2cc3c(cc2cc1CN(Cc1ccccc1)Cc1nnnn1Cc1ccco1)OCCO3	0.12
CC(=O)N(C)C1(c2nnnn2CCOC(=O)Nc2ccc(Cl)cc2)CCCCC1	0.043
CCC(C(=O)Nc1ncccn1)(C(F)(F)F)C(F)(F)F	-0.024
CN1C(=O)CSC1=NCC12CC3CC(CC(C3)C1)C2	-0.025
COc1ccccc1/C=C/C1(C(=O)NC2CCCC2)CC(=O)N1c1ccc(F)cc1 (configuration not stated)	-0.91
N#Cc1nc(COc2ccc(Cl)cc2)oc1N1CCCC1	-4.4
C/C(=N\O)C(=O)NCc1ccncc1	-0.88
Cc1cccc(NC(=O)/C(=C\c2ccco2)NC(=O)c2ccccc2)c1	-0.36
COc1ccccc1CN1C(=S)SC(C)(C)C1NO (configuration not stated)	0.89
CCCn1c(SCC(=O)N2CCCCC2)nnc1-c1ccco1	-1.3
O=c1c2cnn(-c3ccccc3)c2nc(-c2ccco2)n1-c1ccccc1	-2
Brc1ccc(-c2cn3nc4c(nc3n2)CCCC4)cc1	-0.41
C=COCCn1c(-c2nonc2N)nc2ccccc21	-0.9
CCCCc1ccc(C2C(C#N)=C(N)SC(N)=C2C#N)s1	2.3
O=C(Nc1cc(N2CCOCC2)ncn1)NC1(C(F)(F)F)Oc2ccccc2O1	0.43
O=C(Oc1ccccc1C(=O)N1CCOCC1)c1ccc(Br)cc1	1.5
CN(c1ccccc1)S(=O)(=O)c1ccc(C(=O)Nc2nnc(-c3ccc(F)cc3)o2)cc1	-7.5*
Cc1ccc(C=Nc2ccccc2C(N)=O)cc1	-0.9
O=C(Cc1c(O)c2ccccc2[nH]c1=O)NC1CCCCCC1	0.59
CCOc1nonc1C(=N)/C(C(C)=O)=C(\C)O	-1.4
COc1ccc(NC(C)=O)cc1NC(=O)CCn1c(=O)sc2ccccc21	0.69

Grouped by structure: those above containing a COOH group.
SMILES	Cav3 T inh
CC(C)Cn1c(CCC(=O)O)ccc1-c1cccs1	0.21
COc1ccc(C(=O)O)c(O)c1	0.54
CC1(C)CC(=O)C=C(Nc2ccc(C(=O)O)cc2)C1	1

Among those listed so far, two contain a nitro group on carbon.
SMILES	Cav3 T inh
O=[N+]([O-])c1cccnc1N1CCC(c2cc(-c3cccc(C(F)(F)F)c3)n[nH]2)CC1	-0.36
O=[N+]([O-])c1ccc2c(c1)C(O)n1nc(-c3ccc(Cl)cc3Cl)nc1S2 (configuration not stated)	-0.15

New compounds follow.
SMILES	Cav3 T inh
COCCn1c(C(C)C)nc2oc3ccccc3c(=O)c2c1=O	2.5
N#Cc1nc(Cc2ccccc2)oc1NCCc1ccccc1	-6.7*
C[C@@H]1Cc2c(O)c(O)cc(O)c2C(=O)O1	-0.14
O=C(NN1C(=O)C2C3C=CC(C4CC34)C2C1=O)c1ccc(Cl)cc1 (configuration not stated)	1.2
O=C(Nc1ccc2c(c1)OCCO2)C1CCN(c2nnnn2-c2ccccc2)CC1	-0.66
NS(=O)(=O)c1ccc(CCNC(=O)c2cccnc2)cc1	-0.035
O=c1c2ccccc2sc2ccc(NCCCN3CCOCC3)cc12	-0.69
Cc1ccc(S(=O)(=O)C2(C(=O)N3CCCCCC3)CC2)cc1	1.3
